Screens from PubChem BioAssay.
STK33 kinase inh: inhibitors of human STK33 kinase. purified STK33, MBP phosphorylation, ADP-Glo luminescence. AID 2661. inhibition, % at 10 µM. hit rate 0.073% among 320,000. Q9BYT3;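 active = inhibition at or above 25%, using the most active replicate where run in duplicate; inactive = inhibition below 25%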
Target sequence (Q9BYT3 whole entry, looked up): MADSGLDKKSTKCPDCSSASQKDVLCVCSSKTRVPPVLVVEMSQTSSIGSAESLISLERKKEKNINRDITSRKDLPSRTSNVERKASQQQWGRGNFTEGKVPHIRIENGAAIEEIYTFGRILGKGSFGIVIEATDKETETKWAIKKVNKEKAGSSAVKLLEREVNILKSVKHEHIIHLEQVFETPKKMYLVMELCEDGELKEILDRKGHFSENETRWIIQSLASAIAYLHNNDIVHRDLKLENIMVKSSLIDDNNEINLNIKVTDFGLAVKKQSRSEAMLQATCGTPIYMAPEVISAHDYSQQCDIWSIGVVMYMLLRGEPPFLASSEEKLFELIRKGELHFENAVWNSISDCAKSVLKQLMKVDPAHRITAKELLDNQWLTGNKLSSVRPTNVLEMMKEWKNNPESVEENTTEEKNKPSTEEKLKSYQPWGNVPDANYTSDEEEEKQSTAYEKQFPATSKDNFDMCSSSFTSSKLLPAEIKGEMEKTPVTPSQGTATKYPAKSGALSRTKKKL
OX1R antag: antagonists of human orexin 1 receptor (OX1R). inhibition, % at 6.6 µM. AID 485270. OX1R-expressing cells, FRET antagonist read-out. hit rate 1.8% among 330,000; in the data active = inhibition mostly above about 38%, no sharp cut-off; inactive = mostly below about 40%;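 also: 0% = agonist challenge alone and 100% = reference antagonist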
Target sequence (O43613 whole entry, looked up): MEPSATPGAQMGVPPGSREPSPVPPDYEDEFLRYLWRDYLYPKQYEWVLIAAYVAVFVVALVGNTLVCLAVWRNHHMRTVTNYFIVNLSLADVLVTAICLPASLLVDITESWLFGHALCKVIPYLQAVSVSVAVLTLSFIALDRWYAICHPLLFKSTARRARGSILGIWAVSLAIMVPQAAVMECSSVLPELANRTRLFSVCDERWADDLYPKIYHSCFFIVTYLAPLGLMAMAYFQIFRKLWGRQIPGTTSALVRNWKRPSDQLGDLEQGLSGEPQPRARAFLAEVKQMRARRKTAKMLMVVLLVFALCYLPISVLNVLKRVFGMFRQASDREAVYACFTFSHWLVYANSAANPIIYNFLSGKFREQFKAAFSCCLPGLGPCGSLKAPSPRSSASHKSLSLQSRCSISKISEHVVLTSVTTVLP
Numbers without * were called inactive; · = not tested or not shown.

nr	STK33 kinase inh	OX1R antag	SMILES
1	-1.1	26	COc1cc(OC)cc(C(=O)N[C@H](C(=O)NC23CC4CC(CC(C4)C2)C3)C(C)C)c1
2	·	-4	O=C(CNC(=O)c1ccc(Cl)cc1)NCc1ccccn1
3	0.3	15	CCN(CC)CC(C)OC(=O)COc1ccc(OC)cc1 (stereo unspecified)
4	0.4	5	COc1ccc(Br)cc1S(=O)(=O)N(CC(=O)N1CCOCC1)c1ccccc1
5	2.9	17	COc1ccc(C(=O)c2ccc(OC)c(Br)c2)cc1Br
6	0.7	33	CCN1C(=O)c2cccc3c(S(=O)(=O)N4CCCC4C(=O)O)ccc1c23 (stereo unspecified)
7	-0.2	14	Cc1cccc(C)c1N1CCN(S(=O)(=O)c2ccccc2)CC1
8	-0.9	8	Cc1ccn2c(C(=O)N/N=C/c3ccc(CNC(=O)C(=O)Nc4ccc(C)c(C)c4)o3)c(C)nc2c1

2 of the compounds above, with tabs.
cpd	SMILES	STK33 kinase inh	OX1R antag
8	Cc1ccn2c(C(=O)N/N=C/c3ccc(CNC(=O)C(=O)Nc4ccc(C)c(C)c4)o3)c(C)nc2c1	-0.9	8
4	COc1ccc(Br)cc1S(=O)(=O)N(CC(=O)N1CCOCC1)c1ccccc1	0.4	5

Following part.
nr	STK33 kinase inh	OX1R antag	SMILES
9	-1.8	86*	Cc1cc(OCC(=O)NCCc2c[nH]c3ccccc23)c2c(C)c(C)c(=O)oc2c1
10	-0.2	26	O=C(CN1CCCN(Cc2ccc(F)cc2Cl)C1=O)NC1CCCCCCC1
11	-1.0	12	CC(C)OCCCNC(=O)c1ccccc1NC(=O)C1=CSCCO1
12	8.2	25	Cc1ccc(NCc2nnc(SCC(=O)O)n2Cc2ccccc2)cc1Cl
13	-0.2	0	CCn1cc(C(=O)O)c(=O)c2cc(F)c(N3CCN(C(=S)NC(=O)c4ccc(F)cc4)CC3)cc21
14	-0.6	4	Cc1cc(C)n(-c2nc3ccccc3nc2N2CCN(C(=O)c3ccc(F)cc3)CC2)n1
15	0.0	11	c1ccc(OCc2noc(CN3CCC(C4CCCCC4)C3)n2)cc1 (stereo unspecified)
16	-0.1	4	CC1=CC(C)C(C[N+]2(C)CCCCC2)C(C)C1 (stereo unspecified)
17	1.2	34	Clc1ccc(C2=NCCn3nc4ccccc4c32)cc1
18	0.0	5	NC(=O)NC(c1ccc(Cl)cc1)c1ccccc1Cl (stereo unspecified)
19	-0.6	23	Cc1ccc(CNC(=O)C2CC(=O)N(C3CCCCCCC3)C2)cc1 (stereo unspecified)
20	-1.0	7	CC(C)NC(=O)NC(=O)CSc1ncccn1
21	-2.1	16	Cc1c(NC(=O)c2ccc(-c3ccccc3)cc2)cccc1C(=O)O
22	-1.1	15	COC(=O)C1(CC2CC(c3cccc(Br)c3)=NO2)CCN(C(=O)OC(C)(C)C)CC1 (stereo unspecified)
23	-1.9	23	O=C(CCc1nnc(-c2ccsc2)o1)N1CCc2c(Cl)cccc2C1
24	-0.9	58	Cc1cc(N)ccc1N=Nc1c(C)n(C)n(-c2ccccc2)c1=O
25	2.0	14	Cc1cc(C)n(C(=O)CCCn2nc(C)c([N+](=O)[O-])c2C)n1
26	-0.2	2	Cc1cc(S(=O)(=O)Nc2ccc(C(=O)NCC(c3ccco3)N3CCCC3)cc2)ccc1F (stereo unspecified)
27	0.0	1	COc1ccc(CNCc2cccc(Cl)c2)cc1
28	-0.9	1	Cc1nn(-c2ccccc2C(F)(F)F)c(=O)c2noc(C)c12
29	-1.4	11	CCOC(=O)c1cc(C(C)(C)C)n(CCCN2CCOCC2)c1C
30	-0.8	22	COc1cccc(CNC(=O)Cc2ccc(OC)c(S(=O)(=O)N3CCOCC3)c2)c1
31	-0.1	19	O=C(c1ccc2ccccc2c1)C1CCCN(C(=O)CCn2cnnn2)C1 (stereo unspecified)
32	-1.5	4	O=C(Nc1nnc(SCC(=O)N2CCOCC2)s1)c1ccccc1Cl
33	-1.3	11	COc1ccc(NC(=O)CSc2cc(C)nc3c(-c4ccccc4)cnn23)cc1
34	-0.3	23	Cc1nn(-c2ccccc2)c(C)c1/C=N/NC(=O)CSc1nc2ccccc2c(=O)n1-c1ccccc1
35	-0.6	15	COc1ccc(C2Nc3ccccc3C(=O)N2NS(C)(=O)=O)cc1 (stereo unspecified)
36	-0.7	20	COc1ccccc1NC(=O)c1ccc2c(c1)N(CC(=O)NC(C)(C)C)C(=O)C(C)(C)O2
37	0.1	10	CC(C)c1ccc(NC(=O)C(c2ccccc2)N(C)C(=O)CCc2c[nH]c3ccccc23)cc1 (stereo unspecified)
38	-5.7	23	COc1ccc(S(=O)(=O)N2CCN(C(=O)c3ccco3)CC2)c(C)c1C
39	1.2	4	COc1ccc(Cn2nnnc2C(c2cccnc2)N2CCN(c3ccc(O)cc3)CC2)cc1 (stereo unspecified)
40	-0.9	60*	O=C(NCC1CCCN1S(=O)(=O)c1ccccc1)c1cccc(Cl)c1 (stereo unspecified)
41	-1.5	31	CCn1c(CNc2ccc(OC)cc2)nnc1SCC(=O)c1ccc(OC)cc1
42	1.2	9	COCCn1c(SCC(=O)Nc2ccc(OC)cc2)nc2c(oc3ccccc32)c1=O
43	0.7	75*	CCOC(=O)Cn1c(-c2ccccc2)nc2ccccc2c1=O
44	-0.5	11	Cc1ccc(C(=O)OCC(=O)NC2CC2)cc1S(=O)(=O)N1CCOCC1
45	-0.5	7	O=C(O)CSc1ncn[nH]1
46	-2.5	14	COc1ccccc1NC(=O)CS(=O)(=O)c1cn(CC(=O)N2CCOCC2)c2ccccc12
47	0.7	11	Cc1ccc(-c2nc(CN3CCCCC3CCN3CCCC3=O)c(C)o2)o1 (stereo unspecified)
48	-1.2	14	CC(=O)Nc1ccc(S(=O)(=O)NCc2nc(-c3ccc(C)cc3)no2)cc1
49	-2.0	7	COCC(=O)N(Cc1cc2cccc(C)c2[nH]c1=O)c1ccccc1
50	0.0	10	COC(=O)c1ccc(NC(=O)C23CC4CC(C2)CC(n2cnc(Cl)n2)(C4)C3)cc1
51	-2.1	-8	COc1ccccc1N1CCN(C(=O)c2cc(C(=O)N3CCN(c4ccccc4OC)CC3)cc([N+](=O)[O-])c2)CC1
52	-1.7	5	Cc1cccc([C@@H]2C[C@H]3CN(Cc4cccc(Cl)c4)C(=O)[C@]34CCCN24)n1
53	0.0	16	CN(C)S(=O)(=O)c1ccc(C(=O)NCc2nc3ccccc3s2)cc1
54	-1.5	24	Cc1csc2c(=O)sc(NC(=O)c3ccc(F)cc3Cl)nc12
55	0.1	6	COc1ccc2nc(SCC(=O)/C(C#N)=C(\C)N)[nH]c2c1
56	-0.2	13	O=C(NN1C(=O)/C(=C/c2cccs2)SC1=S)c1cccnc1
57	0.3	12	CC(=O)SC(C)CC(=O)Nc1ccccc1 (stereo unspecified)
58	-3.5	3	COc1ccccc1OCc1ccc(C(=O)N2CCN(C)CC2)o1
59	-0.2	4	CN(C)S(=O)(=O)c1cccc(COC(=O)CN2CCCCCC2=O)c1
60	-0.4	7	O=C(/C=C/c1ccc(Br)cc1)NC(=S)N1CCOCC1
61	-1.0	20	O=C(O)/C=C/c1cn(Cc2ccccc2)nc1-c1cccs1
62	-3.5	3	Cc1cc(C(=O)N/N=C/c2ccc[nH]2)no1
63	-1.3	9	O=C(CN1C(=O)C(=O)c2ccccc21)c1ccc(Cl)cc1
64	0.5	1	Cc1ccc(NC(=O)CN(C)C(=O)CSc2ccc3c(c2)OCCO3)cc1

(more compounds)
nr	STK33 kinase inh	OX1R antag	SMILES
65	0.0	12	Cc1ccc(NC(=O)C2CC(=O)NC(N3CCCCC3)=N2)cc1Cl (stereo unspecified)
66	3.3	15	CCOC(=O)c1ccc(NC(=O)c2cn(CCC#N)nc2-c2ccc3c(c2)OCCO3)cc1
67	-0.8	15	COC(=O)CCC(=O)Nc1nnc(C(F)(F)F)s1
68	-1.6	6	O=C(COC(=O)c1ccc(OC(F)(F)F)cc1)Nc1ncccn1
69	-0.3	1	CCCC1(C(=O)O)NC(c2ccccc2O)C2C(=O)N(Cc3ccccc3)C(=O)C21 (stereo unspecified)
70	-0.4	6	CC(NC(=O)c1ccc(CS(C)(=O)=O)cc1)c1ccc(-n2ccnc2)cc1 (stereo unspecified)
71	-1.4	16	CCCCNCc1cccn1-c1ccccc1
72	-0.8	13	Cn1cc(S(=O)(=O)Nc2ccc(Oc3ccccc3)cc2)c(=O)n(C)c1=O
73	-1.2	25	CCOC(=O)C1=C(C)N=C2SCCC(=O)N2[C@@H]1c1cccs1
74	-1.5	1	O=C(CN(C(=O)c1csnn1)c1ccccc1)NCCc1ccccc1
75	0.3	1	O=C(NCCCO)C(=O)NCc1ccncc1
76	-0.2	2	O=C(Nc1nnc(N2CCCCCC2)s1)c1cc(-c2ccc(Br)cc2)on1
77	-1.0	0	CCOC(=O)c1nn(-c2ccccc2)c(=O)cc1SC1CCCCC1
78	-0.4	9	COC(=O)c1ccc2nc(NC(=O)CCS(=O)(=O)c3ccccc3)sc2c1
79	-1.1	10	Cc1ccc(S(=O)(=O)Oc2ccc(/C=C(/NC(=O)c3ccccc3)C(=O)NC(C)C(=O)O)cc2)cc1 (stereo unspecified)
80	2.3	11	CCCCN1C(=O)c2cccc3cc(O)cc(c23)C1=O

From entry 60 as far as 78, as listed above:
nr	STK33 kinase inh	OX1R antag	SMILES
60	-0.4	7	O=C(/C=C/c1ccc(Br)cc1)NC(=S)N1CCOCC1
61	-1.0	20	O=C(O)/C=C/c1cn(Cc2ccccc2)nc1-c1cccs1
62	-3.5	3	Cc1cc(C(=O)N/N=C/c2ccc[nH]2)no1
63	-1.3	9	O=C(CN1C(=O)C(=O)c2ccccc21)c1ccc(Cl)cc1
64	0.5	1	Cc1ccc(NC(=O)CN(C)C(=O)CSc2ccc3c(c2)OCCO3)cc1
65	0.0	12	Cc1ccc(NC(=O)C2CC(=O)NC(N3CCCCC3)=N2)cc1Cl (stereo unspecified)
66	3.3	15	CCOC(=O)c1ccc(NC(=O)c2cn(CCC#N)nc2-c2ccc3c(c2)OCCO3)cc1
67	-0.8	15	COC(=O)CCC(=O)Nc1nnc(C(F)(F)F)s1
68	-1.6	6	O=C(COC(=O)c1ccc(OC(F)(F)F)cc1)Nc1ncccn1
69	-0.3	1	CCCC1(C(=O)O)NC(c2ccccc2O)C2C(=O)N(Cc3ccccc3)C(=O)C21 (stereo unspecified)
70	-0.4	6	CC(NC(=O)c1ccc(CS(C)(=O)=O)cc1)c1ccc(-n2ccnc2)cc1 (stereo unspecified)
71	-1.4	16	CCCCNCc1cccn1-c1ccccc1
72	-0.8	13	Cn1cc(S(=O)(=O)Nc2ccc(Oc3ccccc3)cc2)c(=O)n(C)c1=O
73	-1.2	25	CCOC(=O)C1=C(C)N=C2SCCC(=O)N2[C@@H]1c1cccs1
74	-1.5	1	O=C(CN(C(=O)c1csnn1)c1ccccc1)NCCc1ccccc1
75	0.3	1	O=C(NCCCO)C(=O)NCc1ccncc1
76	-0.2	2	O=C(Nc1nnc(N2CCCCCC2)s1)c1cc(-c2ccc(Br)cc2)on1
77	-1.0	0	CCOC(=O)c1nn(-c2ccccc2)c(=O)cc1SC1CCCCC1
78	-0.4	9	COC(=O)c1ccc2nc(NC(=O)CCS(=O)(=O)c3ccccc3)sc2c1

Going on with the list:
nr	STK33 kinase inh	OX1R antag	SMILES
81	-0.5	16	O=C(N/N=C/c1ccc(Cl)cc1Cl)c1cccc(N2CCCC2=O)c1
82	-0.1	8	Cc1ccc(-c2csc(NC(=O)C3=COCCO3)n2)cc1
83	-1.1	9	CCOc1cc(CNCc2ccncc2)cc(Br)c1OCc1ccc(F)cc1
84	-0.3	8	CCc1ccc(CN(C)C(=O)c2cc(COc3cc(C)c(Cl)c(C)c3)on2)nc1
85	1.2	-2	COC(=O)[C@H](Cc1ccccc1)NC(=O)NCc1ccc(C)cc1
86	0.8	21	COc1ccc(CN2CCNC(=O)C2CC(=O)NCCN2CCCCC2=O)c(F)c1 (stereo unspecified)
87	-0.2	15	OC1CCCN(CC(O)COc2ccc(-c3ccccc3)cc2)C1 (stereo unspecified)
88	-1.1	49	O=C1c2cccc3cccc(c23)C(=O)N1CCN1CCN(C(=S)Nc2ccccc2)CC1
89	-2.1	13	Cc1ncc([N+](=O)[O-])n1Cc1cccc2ccccc12
90	-2.4	9	CCn1c(CC(=O)Nc2ccc(F)cc2)nnc1SCC(=O)NC1=NCCS1
91	-1.5	16	O=C(Cc1c(O)c2ccccc2[nH]c1=O)NC1CCCCCCC1
92	·	12	O=C(NC(NC(=S)Nc1ccccc1C(=O)O)C(Cl)(Cl)Cl)c1ccco1 (stereo unspecified)
93	0.6	10	O=C(O)c1cn(Cc2cccnc2)c(=O)c2ccccc12
94	0.0	3	COc1cccc(CNC(=O)CCS(=O)(=O)c2ccc3c(c2)oc(=O)n3C)c1
95	-1.0	5	Cc1cc(C)c(S(=O)(=O)c2c(C)cccc2C)c(Cl)n1
96	-1.1	8	Cc1ncc(CO)c2cc(C(=O)Nc3ccccc3Cl)c(=Nc3cccc(C(N)=O)c3)oc12
97	-1.7	3	O=C(NCc1ccco1)c1ccc(CNc2c(N3CCCCC3)c(=O)c2=O)cc1
98	-1.1	12	Cc1cccc(NC(=O)CN(C)S(=O)(=O)c2ccc(-c3ccc(=O)[nH]n3)s2)c1C
99	·	8	Cc1cccc(C(=O)NC(=S)Nc2ccc(S(=O)(=O)N(C)c3ccccc3)cc2)c1
100	-0.8	·	CCOCCCNc1ncnc2c1nc1n2CCCC1
101	-0.1	17	Cc1nc2ccccn2c1C(=O)NN=C1CCCC1
102	0.7	4	Cc1cc(=O)[nH]c(SCc2cc(=O)n3nc(C)sc3n2)n1
103	-3.4	7	CCOCCCNC(=O)C(NC(=O)c1ccc2c(c1)OCO2)c1ccc(Cl)cc1 (stereo unspecified)
104	-1.0	8	O=C(CN1CCN(C(=O)c2c(F)cccc2F)CC1)Nc1ccccc1C(F)(F)F
105	-0.5	6	CC(C)c1ccc(OCc2ccc(C(=O)O)o2)cc1
106	0.1	14	Cc1ccc(OCCNC(=O)c2ccccc2O)cc1
107	0.1	22	Cc1nc2ccccc2c(=O)n1-c1ccc(NS(=O)(=O)c2ccc(F)cc2F)cc1
108	1.2	12	O=C(CN1CCN(Cc2ccccc2)C1=O)NCc1ccc(Cl)cc1
